M4 ag – agonists of human muscarinic M4 receptor (CHRM4); CHO-K1 hM4/Gqi5, Fluo-8 calcium fluorescence; vehicle 0%, full acetylcholine response 100%; activation, % at 3 µM; 360,000 compounds, 0.14% hits; AID 624127;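 active means activation above the run mean over all test wells plus 3 SD, cut at about 32% in these data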;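 further: peak over basal fluorescence ratio per well then scaled between controls; 0% = DMSO wells and 100% = acetylcholine at EC100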
Target sequence (P08173 whole entry, looked up): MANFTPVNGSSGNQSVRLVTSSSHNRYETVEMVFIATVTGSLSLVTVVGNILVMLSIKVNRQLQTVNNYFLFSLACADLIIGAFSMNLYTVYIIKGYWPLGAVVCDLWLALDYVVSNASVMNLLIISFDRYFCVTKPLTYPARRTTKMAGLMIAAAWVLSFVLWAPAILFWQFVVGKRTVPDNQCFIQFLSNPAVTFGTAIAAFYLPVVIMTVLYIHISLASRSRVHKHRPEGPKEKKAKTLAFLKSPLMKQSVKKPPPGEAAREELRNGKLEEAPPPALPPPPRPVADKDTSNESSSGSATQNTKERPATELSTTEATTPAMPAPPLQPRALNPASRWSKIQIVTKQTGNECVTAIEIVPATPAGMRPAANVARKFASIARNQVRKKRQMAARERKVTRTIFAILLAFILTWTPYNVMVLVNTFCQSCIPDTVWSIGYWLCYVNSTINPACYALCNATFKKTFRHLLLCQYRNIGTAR
M1 PAM parental – counter-screen for M1 PAMs: effect in parental CHO-K1 cells. ATP EC20, Fluo-8 calcium fluorescence; 0% at ATP EC20, 100% at ATP max. AID 602247. activation, % at 3 µM. 360,000 compounds, 0.02% hits;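 active means activation above the run cutoff, the mean activation of all test compounds plus 3 SD, cut at about 40% in these data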;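 further: peak over basal fluorescence ratio in a 140 s read after ATP addition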
M5 ag – CHRM5 agonism in calcium assay | P08912 | CHO-K1 hM5 cells, Fluo-8 calcium fluorescence; 0% DMSO wells, 100% maximal acetylcholine response | activation, % at 3 µM | 360,000 compounds, 0.19% hits;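 active means activation above the run's mean over test compounds plus 3 SD, cut at about 23% in these data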;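 further: signal is peak over basal fluorescence ratio across the kinetic read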
Target sequence (P08912 whole entry, looked up): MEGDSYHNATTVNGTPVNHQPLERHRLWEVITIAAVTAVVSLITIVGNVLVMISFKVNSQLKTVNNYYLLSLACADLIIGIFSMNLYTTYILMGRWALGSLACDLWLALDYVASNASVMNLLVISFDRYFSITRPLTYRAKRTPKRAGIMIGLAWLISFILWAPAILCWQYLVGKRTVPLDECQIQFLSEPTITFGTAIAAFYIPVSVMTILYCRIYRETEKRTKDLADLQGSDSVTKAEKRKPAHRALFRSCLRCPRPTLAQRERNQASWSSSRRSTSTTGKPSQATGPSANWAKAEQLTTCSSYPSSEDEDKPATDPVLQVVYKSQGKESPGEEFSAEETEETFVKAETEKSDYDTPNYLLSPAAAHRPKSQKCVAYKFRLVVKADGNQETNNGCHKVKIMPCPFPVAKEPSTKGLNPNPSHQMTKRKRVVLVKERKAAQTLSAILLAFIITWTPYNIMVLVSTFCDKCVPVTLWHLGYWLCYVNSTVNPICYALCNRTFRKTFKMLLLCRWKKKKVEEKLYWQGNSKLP
M1 ag parental – nonselective activator or artifact in parental CHO-K1 cells; Fluo-8 calcium fluorescence; scaled to maximal ATP response, vehicle zero; activation, % at 3 µM; 360,000 compounds, 0.48% hits; AID 602248; in the data active means activation above about 15%;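 further: untransfected CHO-K1 host cells lacking M1 receptor as counterscreen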
M5 antag – antagonists of human muscarinic M5 receptor (CHRM5); CHO-hM5 cells, Fluo-8 calcium fluorescence, ACh EC80; inhibition, % at 3 µM; 360,000 compounds, 0.59% hits;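 active means inhibition above a per-plate cutoff, the mean of that plate's test compounds plus 3 SD, cut at about 27% in these data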;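 further: 0% = acetylcholine EC80 with DMSO and 100% = DMSO without agonist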
M5 PAM – CHRM5 positive allosteric modulation; P08912; 360,000 compounds, 0.3% hits; CHO-K1 hM5, Fluo-8 calcium, ACh EC20 PAM; 0% = ACh EC20, 100% = ACh EC100; activation, % at 3 µM;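 active means activation above the run cutoff, the mean activation of all test compounds plus 3 SD, cut at about 18% in these data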
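System: CHO-K1 hM5 cells. Reagent: acetylcholine, EC20 level. Compound dosing: single dose, 3 µM nominal final test concentration. Timing: Post-acetylcholine fluorescence recording 140 s. Detection: Fluo-8 calcium fluorescence. Read-out: % activation, ACh-normalized. Benchmarks: ACh EC20 and EC100 wells. Repeats: singlicate, one well per test compound.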
CHO-K1 Ca antag – counter-screen for M1 antagonists: effect in parental CHO-K1 cells | ATP-induced calcium, Fluo-8 fluorescence | inhibition, % at 3 µM | 360,000 compounds, 0.6% hits | AID 602250;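 active means inhibition above a per-plate cutoff, the plate's mean sample inhibition plus 3 SD, cut at about 24% in these data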;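 further: 0% = DMSO plus EC80 ATP and 100% = DMSO alone without ATP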
CHRM4 PAM – positive allosteric modulators of human muscarinic M4 receptor | P08173 | CHO-K1 hM4/Gqi5, Fluo-8 calcium fluorescence, ACh EC20; 0% = ACh EC20, 100% = maximal ACh | activation, % at 3 µM | 360,000 compounds, 0.4% hits;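 active means activation above its plate's cutoff, the mean activation of sample wells plus 3 SD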; further: some results filed as inactive read as strong as hits
M4 antag – blocks acetylcholine activation of human M4 receptor; 360,000 compounds, 0.73% hits; CHO-hM4 cells, ACh EC80, Fluo-8 calcium fluorescence; inhibition, % at 3 µM; P08173;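 active means inhibition above its plate's cutoff, the mean inhibition of sample wells plus 3 SD, cut at about 27% in these data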;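 further: 0% = acetylcholine EC80 with DMSO and 100% = DMSO without agonist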
An asterisk follows results filed as active; & = joins results of further samples.

Screens in order: M4 ag, M1 PAM parental, M4 antag, M5 ag, CHRM4 PAM, CHO-K1 Ca antag, M5 PAM, M5 antag, M1 ag parental
1. Cc1cc(C)c(NC(=O)CN2CCN3CCCC3C2)c(C)c1 (centres undefined)
 : 1&1, -6&0, -9&10, -1&-3, 11&-2, -13&10, 5&-3, -1&7, 0.4&0.6
2. O=[N+]([O-])c1c(O)c(Cl)cc(Cl)c1Cl (tested in a mixture with another compound)
 : 15, 17, -6, 5, 6, -17, -3, 6, 5.2
3. CCOC(=O)C1(Cc2cccc(Cl)c2)CCCN(C(=O)CN2C(=O)CSC2=O)C1 (centres undefined)
 : 16, -26, 2, 0, -7, 8, -15, 22, 5.6
4. O=C(COC(=O)COc1ccc(Cl)cc1)NCCNC(=O)COC(=O)COc1ccc(Cl)cc1
 : 8, 2, 2, 3, -7, -6, -7, 7, 7.7
5. NS(=O)(=O)c1ccc(NC(=S)N2CCN(c3ccc(Cl)c(Cl)c3)CC2)cc1
 : 5, 5, 3, -3, -10, 8, -11, 17, 1.3
6. CCC(CO)[n+]1c(C)cc(/C=C2\Sc3ccccc3N2Cc2ccccc2)cc1C (centres undefined)
 : 6, -2, 17, -2, -20, 0, 3, 4, 3.0
7. COc1ccc2c(c1)CCc1c(C(=O)N3CCCCCC3)noc1-2
 : 0, 15, 2, -5, 1, -8, -10, -2, 1.2
8. CS(=O)(=O)N(CC(=O)N1CCc2ccccc2C1)c1cccc([N+](=O)[O-])c1
 : 1, 12, -4, -2, -5, -7, 5, 7, 1.0
9. CCCC1(C2CCCC2)NC(=O)NC1=O (centres undefined)
 : 0, 0, -5, 2, 0, 5, 0, 3, -0.1
10. O=C(NCC(c1cccs1)N1CCOCC1)c1cc(=O)[nH]c2ccccc12 (centres undefined)
 : 1, -5, 1, 2, 7, 4, 2, 5, -0.2
11. COc1ccccc1CNC(=O)C(CCSC)NC(=O)c1cccc(S(=O)(=O)N2CCOCC2)c1 (centres undefined)
 : 5, 11, -1, 1, 0, -12, -5, 5, 0.9
12. COc1cccc(OCC(=O)O/N=C(\N)c2ccncc2)c1
 : 4, -4, -8, -1, 10, -13, -1, 0, 4.0
13. O=C(Cn1c(=O)oc2ccccc21)Nc1ccc(F)c(F)c1
 : 7, -4, 0, 2, -6, -7, -7, 15, 5.3
14. O=C1CSC(=Nc2cccc(C(=O)O)c2)N1
 : 1, -15, -4, 6, 15*, 1, -4, 7, -0.3
15. CC(=O)Nc1cncc(-c2cccc(S(C)(=O)=O)c2)n1
 : 0, -4, 8, 1, -2, -2, 1, -1, 0.4

Single records (already shown). Order of values: M4 ag, M1 PAM parental, M4 antag, M5 ag, CHRM4 PAM, CHO-K1 Ca antag, M5 PAM, M5 antag, M1 ag parental
COc1ccc2c(c1)CCc1c(C(=O)N3CCCCCC3)noc1-2 reads 0, 15, 2, -5, 1, -8, -10, -2, 1.2
CC(=O)Nc1cncc(-c2cccc(S(C)(=O)=O)c2)n1 reads 0, -4, 8, 1, -2, -2, 1, -1, 0.4
CCCC1(C2CCCC2)NC(=O)NC1=O (centres undefined) reads 0, 0, -5, 2, 0, 5, 0, 3, -0.1
O=C(Cn1c(=O)oc2ccccc21)Nc1ccc(F)c(F)c1 reads 7, -4, 0, 2, -6, -7, -7, 15, 5.3
O=C(COC(=O)COc1ccc(Cl)cc1)NCCNC(=O)COC(=O)COc1ccc(Cl)cc1 reads 8, 2, 2, 3, -7, -6, -7, 7, 7.7

Continued.
Screens in order: M4 ag, M1 PAM parental, M4 antag, M5 ag, CHRM4 PAM, CHO-K1 Ca antag, M5 PAM, M5 antag, M1 ag parental
16. CCCc1c(C(=O)N/N=C/c2cccs2)nnn1-c1nonc1N
 : 4, 12, 1, 7, -4, -13, -6, 10, 5.7
17. COc1ccc(OC)c(S(=O)(=O)N2CCN(CC(O)CN3CCOCC3)CC2)c1 (centres undefined)
 : 0, 5, 6, 2, 7, -10, 2, 7, 0.7
18. O=[N+]([O-])c1ccc(NC(=S)N2CCc3ccccc3C2)cc1
 : 5, -4, -1, -5, -8, 7, -13, 16, 1.6
19. CCC(=O)n1nc(-c2ccc(Cl)cc2)nc1SC
 : -1, 8, 0, -4, 2, -6, 8, -6, -0.1
20. C=CCOc1cccc(/C=N/NC(=O)CC(=O)NC2CCCCC2)c1
 : 2, -6, -6, -1, 3, 10, 1, -4, 0.6
21. Cc1cccc(Oc2ccc(S(=O)(=O)N3CCCCC3)cc2N)c1
 : 2, 8, 7, -2, -13, -13, -8, 4, 4.6
22. CC(C)N1CCN(Cc2cccc(-n3cccn3)c2)CC1CCO (centres undefined)
 : 0, -17, -14, -6, 6, 7, 6, 2, 0.0
23. CCC(=O)Nc1c(C)c(CC)nc2ccccc12
 : 1, 9, -6, -1, 6, -10, 0, 2, 0.3
24. CC(C)=C[C@H]1C[C@H](C)[C@H]2CC[C@H](C)c3c(O)c(O[C@H]4OC[C@H](O)[C@@H](O)[C@@H]4O)c(C)c1c32
 : 1, -19, -9, 5, 3, 6, 0, 11, 0.1
25. CCOC(=O)N1CCN(C(=O)/C(=C/c2ccc(Br)cc2)NC(=O)c2ccc(OC)cc2)CC1
 : 0, 18, 0, -3, 3, -7, 2, -4, 2.0
26. COc1ccc(N(CC(=O)Nc2cc(C(=O)O)ccc2C)S(=O)(=O)c2c(C)noc2C)cc1
 : 0, 17, -8, 2, 0, -6, 1, 5, 0.1
27. Cc1cc2nc(-c3ccc(SCc4ccc(C#N)cc4)nc3)[nH]c2cc1C
 : 3, 5, 1, 0, -8, 6, -12, 9, 3.9
28. O=C(Nc1nnc(-c2ccccc2)o1)c1cc(-c2cccs2)nc2ccccc12
 : 7, 0, -3, 3, -3, 3, -4, -3, 1.2
29. COCCn1c(CCC(=O)O)ccc1-c1cccs1
 : 2, 16, -6, -1, 12, 1, 3, -7, 0.4
30. COC(=O)Nc1nnc(COc2cccc(C)c2)s1
 : 9, 5, -8, 4, -2, -2, -12, 6, 3.2

Some entries already given, showing only M5 ag:
item	canonical_smiles	M5 ag
25	CCOC(=O)N1CCN(C(=O)/C(=C/c2ccc(Br)cc2)NC(=O)c2ccc(OC)cc2)CC1	-3
26	COc1ccc(N(CC(=O)Nc2cc(C(=O)O)ccc2C)S(=O)(=O)c2c(C)noc2C)cc1	2
27	Cc1cc2nc(-c3ccc(SCc4ccc(C#N)cc4)nc3)[nH]c2cc1C	0
28	O=C(Nc1nnc(-c2ccccc2)o1)c1cc(-c2cccs2)nc2ccccc12	3

(more compounds)
Screens in order: M4 ag, M1 PAM parental, M4 antag, M5 ag, CHRM4 PAM, CHO-K1 Ca antag, M5 PAM, M5 antag, M1 ag parental
31. Cn1cccc1/C=N/n1c(-c2ccco2)n[nH]c1=S
 : 1, -3, -1, -1, 2, 8, -2, 1, 1.0
32. CCn1cc([N+](=O)[O-])c(C(=O)N2CCN(C(=O)c3ccco3)CC2)n1
 : 1, 18, -1, 3, 8, -8, 5, -7, -0.1
33. Cc1ccc2c(c1)NCC(C(=O)NCc1ccccc1)O2 (centres undefined)
 : 0, 12, 4, 1, -2, -4, -2, 2, -0.3
34. O=C1C(=O)c2ccccc2C(O)=C1c1ccccc1F
 : -1, -15, -2, -2, -7, 5, -5, 9, 0.2
35. CCOc1ccccc1NC(=O)c1cccc(NC(=O)CC(c2ccccc2)c2ccccc2)c1
 : 1, 12, -12, 15, 22, -9, 6, 3, 1.1
36. CSc1nc2ccc(NC(=O)NC(=O)c3c(F)cccc3F)cc2s1
 : 1, 0, -1, -3, -3, -1, 2, 6, 0.2
37. Cc1cc(-c2nc(C)c(C(=O)NNS(=O)(=O)c3ccc(Cl)cc3Cl)s2)no1
 : 0, 14, -6, -2, -5, -9, -10, 16, 0.3
38. N#Cc1c(NC(=O)CCC(=O)O)sc2c1CCCC2
 : 0, 5, 1, 3, 9, -4, -2, -5, -0.3
39. CCOC(=O)CNC(=O)CN1CCCN(S(=O)(=O)c2ccc(Br)s2)CC1
 : 1, 16, 1, -2, 1, -8, 2, -1, 0.0
40. COc1ccc([N+](=O)[O-])cc1N(CC(O)CN(CC(C)C)CC(C)C)S(=O)(=O)c1ccccc1 (centres undefined)
 : -2, 20, -10, -5, -3, -7, 0, -1, -0.5
41. CCC1=NN(C(=O)c2cccnc2)C(O)(C(F)(F)F)C1 (centres undefined)
 : 0, 3, -5, 0, -12, -1, -1, 1, 0.1
42. O=c1cc(N2CCCCC2)c(-c2ccccc2)nn1Cc1cccc(Cl)c1
 : 1, 17, -2, 1, 9, -9, 6, -7, -0.1
43. Cc1ccccc1-c1nnc(SCC(=O)Nc2ccc(Cl)cc2)n1N
 : 1, 9, -5, -2, 2, 4, 4, 1, 0.4
44. Nc1nc(SCC(=O)Nc2cc(C(F)(F)F)ccc2Cl)[nH]c(=O)c1NC(=O)c1ccco1
 : 0, 14, 0, -2, 0, -4, -3, 4, 1.1
45. COc1ccc(NC(=O)C2CCC(CNS(=O)(=O)c3csc(C(N)=O)c3)CC2)cc1OC (centres undefined)
 : 1, 10, -16, -7, 12, -5, -2, -5, -0.2
46. CCOC(=O)c1oc2nc(C(C)C)c3c(c2c1N)CCC3
 : 0, 13, -10, -2, 5, -4, -2, -6, 0.1
47. COc1cc(C(=O)Nc2sc(C)c(C)c2C(=O)O)cc(OC)c1OC
 : 1, -9, -5, 0, 5, 12, 0, 1, -0.3
48. Fc1ccc(N2CCN(c3ncnc4c3nnn4Cc3ccccc3Cl)CC2)cc1
 : 0, 13, 8, 0, 3, 0, 5, -3, 0.4
49. Cc1ccccc1N1C(=O)[C@@H]2Cc3ccccc3CN2C1=O
 : 0, -3, 9, 2, -2, 0, -5, 7, 0.4
50. Nc1nc(NCc2ccco2)nc(NCCO)c1[N+](=O)[O-]
 : 1, 17, -7, 3, 8, -10, 2, -3, 0.6
51. CC(C)NC1(C(N)=O)CCNCC1
 : 0, -14, -6, 1, 10, 3, 2, 8, -0.1

Quoted at random: two entries already listed.
Screens in order: M4 ag, M1 PAM parental, M4 antag, M5 ag, CHRM4 PAM, CHO-K1 Ca antag, M5 PAM, M5 antag, M1 ag parental
49. Cc1ccccc1N1C(=O)[C@@H]2Cc3ccccc3CN2C1=O
 : 0, -3, 9, 2, -2, 0, -5, 7, 0.4
51. CC(C)NC1(C(N)=O)CCNCC1
 : 0, -14, -6, 1, 10, 3, 2, 8, -0.1

Assay outcomes (PubChem BioAssay)
